Screening results: PubChem BioAssay, several laboratories
JMJD2C inh: blocks human GASC-1 demethylase activity; Q9H3R0; GST-JMJD2C(1-420) H3K9me3 demethylation, DELFIA europium; inhibition, % at 2.35 µM; 0.069% of 330,000 active;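 active = more than half of a compound's replicate wells show inhibition beyond 50%, single wells judged on their own value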;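 also: signal counts dimethyl H3K9 product captured on neutravidin plate; 0% = median of DMSO wells and 100% = 0.3 times that DMSO median; strong numbers were not always called active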
core dimer inh: blocks dimerization of HCV core protein. AID 1899. inhibition, % at 5 µM. TR-FRET GST/Flag-core106 dimerization, 1536-well. 0.33% of 300,000 active;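 active = inhibition above the mean of all tested compounds plus 3 SD, set per screening campaign, cut at about 45% in these data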
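System – GST-tagged and Flag-tagged HCV core protein residues 1-106 · Repeats – one well for each compound · Technique – TR-FRET 671 and 617 nm emission · Doses – one concentration, 5 µM, in 0.5% DMSO · Times – 4 h, 22.5 °C incubation · Also added – Eu donor and XL665 acceptor anti-tag antibodies · Measure – percent inhibition of core106 dimerization signal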
CR mimetic SO: lowers age-related superoxide in aged yeast cells; S. cerevisiae aged cells, superoxide DHE fluorescence; stronger effect = lower value; superoxide response (% of plate mean), % at 10 µM; 0.18% of 330,000 active;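 active = superoxide response under a set limit, about three screen SD below normal, cut at about 65% in these data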;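 also: yeast aged for seven days with compound at 30 °C before DHE staining; 100% = average MFI of all compound-treated wells on the plate with controls excluded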
PP1 inh: blocks human PP1-alpha phosphatase, a PP5 counter-screen | inhibition, % at 6.7 µM | purified PP1alpha, OMFP fluorescence | AID 2235 | 0.9% of 320,000 active;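 active = inhibition above the mean inhibition of all tested compounds plus 3 SD, computed separately for each screening campaign, cut at about 15% in these data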
Target sequence (P62136 whole entry, looked up): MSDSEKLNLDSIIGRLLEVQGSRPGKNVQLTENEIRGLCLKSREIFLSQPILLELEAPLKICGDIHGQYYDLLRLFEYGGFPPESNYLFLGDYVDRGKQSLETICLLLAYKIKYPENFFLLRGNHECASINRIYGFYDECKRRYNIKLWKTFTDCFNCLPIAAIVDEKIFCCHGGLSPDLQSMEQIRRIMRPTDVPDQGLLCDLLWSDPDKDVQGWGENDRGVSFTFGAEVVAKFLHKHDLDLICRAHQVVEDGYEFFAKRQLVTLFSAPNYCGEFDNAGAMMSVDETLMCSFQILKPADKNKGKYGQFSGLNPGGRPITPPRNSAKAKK
Fh CTSL1 inh: counter-screen for PFM18AAP inhibitors: inhibitors of F. hepatica cathepsin L1; inhibition, % at 5.96 µM; recombinant F. hepatica cathepsin L1, Z-Leu-Arg-MCA fluorescence; 0.49% of 300,000 active;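 active = inhibition above the mean of all tested compounds plus 3 SD, set per screening campaign, cut at about 17% in these data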;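 also: 0% = plate median of test compound wells and 100% = 1 µM Z-Phe-Ala-diazomethylketone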
TPT1 inh: C. albicans TPT1 enzyme inhibition; recombinant caTPT1, FP RNA substrate dephosphorylation; inhibition, % at 5 µM; 0.81% of 300,000 active; AID 1962;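 active = inhibition above the mean of all tested compounds plus 3 SD, set per screening campaign, cut at about 24% in these data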;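 also: plate controls were DMSO alone for no effect and ferristatin control at 100 nM for full effect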
EBNA-1 inh: blocks EBNA-1 binding to DNA; EBNA-1 DNA binding, fluorescence polarization; 0.34% of 300,000 active; inhibition, % at 14.8 µM; AID 1950; in the data active = inhibition above about 28%
ZTA DNA inh: ZTA (EBV) inhibition in EBNA-1 counter-screen. ZTA-DNA binding, fluorescence polarization. inhibition, % at 11 µM. 0.15% of 320,000 active. AID 2234; in the data active = inhibition above about 33%
Target sequence (P03206 whole entry, looked up): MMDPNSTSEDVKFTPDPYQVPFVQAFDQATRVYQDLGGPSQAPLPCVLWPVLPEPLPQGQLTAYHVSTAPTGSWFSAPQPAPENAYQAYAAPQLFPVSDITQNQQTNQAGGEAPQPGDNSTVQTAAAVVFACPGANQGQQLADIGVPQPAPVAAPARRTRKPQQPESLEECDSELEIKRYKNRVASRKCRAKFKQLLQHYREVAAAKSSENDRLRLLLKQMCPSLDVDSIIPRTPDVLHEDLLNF
PP5 primary: inhibitors of human protein phosphatase 5 (PP5); purified PP5c, OMFP substrate fluorescence; P53041; 0.18% of 320,000 active; inhibition, % at 6.7 µM;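 active = inhibition above the campaign's mean inhibition across all tested compounds plus 3 SD, cut at about 9.5% in these data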;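 also: 0% = DMSO only and 100% = 100 µM cantharidin control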
Target sequence (P53041 whole entry, looked up): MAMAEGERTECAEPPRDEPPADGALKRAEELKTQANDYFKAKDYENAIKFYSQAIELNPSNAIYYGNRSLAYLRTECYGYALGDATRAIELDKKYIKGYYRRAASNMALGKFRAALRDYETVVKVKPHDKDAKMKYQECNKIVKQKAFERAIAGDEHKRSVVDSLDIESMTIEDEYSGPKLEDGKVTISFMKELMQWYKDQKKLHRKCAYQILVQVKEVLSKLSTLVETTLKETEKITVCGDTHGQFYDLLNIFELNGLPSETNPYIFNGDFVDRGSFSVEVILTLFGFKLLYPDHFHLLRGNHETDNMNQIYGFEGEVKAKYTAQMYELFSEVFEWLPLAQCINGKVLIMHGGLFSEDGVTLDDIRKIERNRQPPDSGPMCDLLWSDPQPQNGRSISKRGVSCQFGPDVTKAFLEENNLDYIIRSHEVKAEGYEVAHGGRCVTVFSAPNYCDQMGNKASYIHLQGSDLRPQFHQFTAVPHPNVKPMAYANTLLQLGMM
Active calls of the source: *; . = no result given. This is a random part of the collection; overall some 3.1% were active at least once.

SMILES	JMJD2C inh	core dimer inh	CR mimetic SO	PP1 inh	Fh CTSL1 inh	TPT1 inh	EBNA-1 inh	ZTA DNA inh	PP5 primary
CC(C)N1CCC(N2CCN(Cc3cccc4nonc34)CC2CCO)CC1 (configuration not stated)	-4	-2	105	0	2	-2	-7	0	0.9
O=C(Nc1nnc(-c2ccc(Cl)cc2)o1)c1ccccc1Br	-11	-3	112	6	1	-4	1	-5	1.9
O=C1CC(N2CCOCC2)C(=O)N1c1cc(Cl)cc(Cl)c1 (configuration not stated)	26	-1	83	-3	2	-1	-1	-20	-1.3
COc1ccc(-n2cc(CNCCc3cscn3)c(-c3ccccc3Cl)n2)cc1	51*	-6	97	3	-1	0	-7	-12	2.4
CC1CC(C)CN(c2ncc3c(n2)CC(c2ccc(Cl)cc2)CC3=O)C1 (configuration not stated)	-6	5	112	-5	-4	2	-13	-12	1.4
CCOC(=O)c1c(-c2ccccc2Cl)csc1NC(=O)c1cc(S(=O)(=O)N2CCOCC2)ccc1C	-2	7	102	7	-1	-4	10	4	1.0
COc1cccc(CNC(=O)CCn2c(=O)oc3ccccc32)c1	-2	-1	91	-1	-1	-4	-1	-20	0.7
Cc1ccc(C)c(S(=O)(=O)N2CCN(c3nc(CN4CCOCC4)nc4sc(C)c(C)c34)CC2)c1	-7	.	86	13	.	.	.	6	4.2
COC(=O)CSc1nc2c(cnn2-c2ccc(Cl)cc2)c(=O)[nH]1	-1	-2	93	2	4	-3	5	7	-0.3
CCOc1ccccc1N1CCN(CC(O)COCc2cccs2)CC1 (configuration not stated)	8	-43	96	5	-4	-3	-7	-29	1.7
CCOC(=O)c1ccc(S(=O)(=O)Nc2ccc3cn[nH]c3c2)cc1	4	6	105	-1	0	2	1	-1	0.4
CCOc1cccc(/C=C(\C#N)C(=O)NC2CC2)c1	1	5	97	0	2	-3	-4	-3	-2.9
COc1ccc([N+](=O)[O-])cc1NC(=O)Nc1cccc(Cl)c1	14	0	90	-2	6	-4	11	13	0.1
O=C1N=C(N2CCOCC2)S/C1=C\c1ccc(-c2ccccc2Cl)o1	22	-3	103	2	14	-3	0	-7	0.0
COC(=O)c1ccc(N2C(=O)CC(SCC(=O)Nc3ccc(OC)cc3)C2=O)cc1 (configuration not stated)	4	3	101	-2	-4	0	13	-1	0.3
COc1ccc(C(C)C)cc1S(=O)(=O)n1cnc(C)c1	1	-2	102	-2	-2	-2	-11	2	2.5
Cc1ccc(S(=O)(=O)N(C)C)cc1NC(=O)c1n[nH]c(=O)c2ccccc12	6	-1	94	2	0	0	-4	7	-0.6
NS(=O)(=O)c1cccc(NC(=O)c2cccc(Oc3ccccc3)c2)c1	-1	-9	97	0	13	2	-11	-2	4.9
COc1cccc(NC(=O)Nc2cc(NC(=O)Nc3cccc(OC)c3)c(C)nc2C)c1	0	-1	99	0	-1	-1	7	2	1.5
COC(=O)/C(=C/c1ccco1)NC(=O)c1ccc(Br)o1	-6	-3	85	-2	1	-2	-4	4	1.6
COc1cc(NC(=O)C2=CC(c3ccc(C)cc3)=NS(=O)(=O)N2C)cc(OC)c1OC	-4	1	106	1	2	-2	-5	-13	5.8
CCOc1ccc(Nc2cc(C)nc(-n3nc(C)cc3C)n2)cc1	-8	-1	91	7	2	-2	11	-2	1.2
CC(C)CNC(=O)CSc1nc2nn(-c3ccccc3)c(=O)c-2c2n1CCCCC2	10	5	95	-2	-3	0	-1	9	-0.5
Cc1ccccc1Nc1nnc(SCC(=O)c2cc3ccccc3o2)s1	-28	17	104	2	0	5	-5	-8	2.9
O=C(CCCN1C(=O)c2cccnc2C1=O)N1CC(=O)N(CCc2ccccc2)C(=O)C1	.	-3	105	-4	-1	0	5	-13	3.2

Arranged by the number under TPT1 inh (highest first): three from the list above.
| smiles | TPT1 inh |
| --- | --- |
| CC1CC(C)CN(c2ncc3c(n2)CC(c2ccc(Cl)cc2)CC3=O)C1 (configuration not stated) | 2 |
| CC(C)N1CCC(N2CCN(Cc3cccc4nonc34)CC2CCO)CC1 (configuration not stated) | -2 |
| COC(=O)CSc1nc2c(cnn2-c2ccc(Cl)cc2)c(=O)[nH]1 | -3 |

The listing picks up; the 2 compounds before the break are reprinted first.
SMILES	JMJD2C inh	core dimer inh	CR mimetic SO	PP1 inh	Fh CTSL1 inh	TPT1 inh	EBNA-1 inh	ZTA DNA inh	PP5 primary
Cc1ccccc1Nc1nnc(SCC(=O)c2cc3ccccc3o2)s1	-28	17	104	2	0	5	-5	-8	2.9
O=C(CCCN1C(=O)c2cccnc2C1=O)N1CC(=O)N(CCc2ccccc2)C(=O)C1	.	-3	105	-4	-1	0	5	-13	3.2
Cc1c(C)c(C)c(S(=O)(=O)NCCc2ccccn2)c(C)c1C	8	-17	.	0	4	-1	5	-18	-8.9
CC(Oc1ccccc1)C(=O)Nc1cc(Cl)ccc1-n1cncn1 (configuration not stated)	.	-2	99	-2	0	-1	5	-14	0.4
CCOC(=O)c1ccc(NC(=S)NCCCN2CCCC2=O)cc1	69	1	102	0	1	1	1	8	-1.2
CCCCn1nc2cc(C(=O)NC3CCCc4ccccc43)ccc2c1OCC (configuration not stated)	2	7	100	4	-3	-2	-4	14	0.5
CN(C)c1ccc(CNC2C3CC4CC(C3)CC2C4)cc1 (configuration not stated)	-7	-2	86	3	1	-1	2	0	-0.5
COc1ccc(N2CCn3c2nc2c3c(=O)n(CCCc3ccccc3)c(=O)n2C)c(OC)c1	2	4	94	2	3	1	10	-7	1.5
CNC(=S)NNC(=O)c1cccn(Cc2cccc(C(F)(F)F)c2)c1=O	-38	-11	95	-2	1	3	-9	11	1.2
CC1(C)CC(=O)C2=C(C1)N=C1SCCC(=O)N1C2c1ccccc1 (configuration not stated)	3	2	106	-2	-2	-2	-6	4	2.8
O=C(O)c1ccc(S(=O)(=O)c2ccc3c(c2)C(=O)N(NC(=O)c2ccncc2)C3=O)cc1	3	-2	93	-2	-3	0	2	6	-2.3
COc1ccc(NC(=O)CS(=O)(=O)c2cn(CC(=O)N3CCCC3)c3ccccc23)c(OC)c1	-1	0	102	-8	-3	-1	-2	-17	0.6
CC(Oc1ccccc1Cl)C(=O)Nc1ccc(S(=O)(=O)Nc2nccs2)cc1 (configuration not stated)	0	5	95	-2	2	-2	0	2	-0.6
CCOC(=O)NN1C(=O)c2ccccc2NC1c1ccccc1 (configuration not stated)	0	6	89	-6	-2	-1	4	10	-0.9
CN(C(=O)Nc1ccc(Cl)c(Cl)c1)c1ccccc1C(=O)O	-4	-2	102	0	-1	-4	-1	4	0.6
Cc1cc(C(=O)NC2CCCCC2)c(C)o1	-28	-2	97	-3	4	4	-6	4	1.9
O=C(COC(=O)Cc1c(Cl)cccc1Cl)Nc1ccc2[nH]c(=O)[nH]c2c1	-2	-7	101	-9	-12	2	-12	-6	-0.6
Cc1nc(NC(=O)COC(=O)c2cc3c(s2)CCC(C)C3)c(Cl)cc1Cl (configuration not stated)	28	16	96	0	-6	1	-3	-25	3.0
COc1ccc(C(CNC(=O)c2oc3c(Cl)cccc3c2C)N2CCCC2)cc1 (configuration not stated)	1	-2	90	-3	2	0	-9	8	0.5
CCOC(=O)C1=C(CN2CCSCC2)NC(=O)NC1c1cc(C)ccc1C (configuration not stated)	2	-4	91	-2	5	-3	-2	-3	-2.5
CC(=O)Nc1ccc(NC=C(C#N)C#N)cc1	1	-2	98	1	3	-4	11	15	-1.0
Cc1cccc(C(=O)NC(=S)Nc2ccc(S(=O)(=O)N3CCCCC3)cc2)c1	5	15	110	7	2	-5	6	4	2.2
CCCN1C(=O)/C(=N\OCC(=O)Nc2ccc(C(C)C)cc2)c2ccccc21	9	8	101	5	-5	1	3	-3	4.0
CSc1nc(N2CCOCC2)c2c3c(sc2n1)CCC3	-14	40	105	3	-4	-1	6	1	2.9
CCCCN(CC)Cc1c(O)ccc2c3c(c(=O)oc12)CCC3	-3	-1	102	-1	8	1	-14	-5	-1.9
COc1ccc(Cn2ccnc2SCC(=O)NC2CCCC2)cc1	8	4	100	-2	3	6	5	6	1.2
COc1ccc(C2(c3ccc(OC)cc3)NC(=O)N(Cn3nnc4ccccc4c3=O)C2=O)cc1	4	3	86	0	-2	0	-3	-2	5.7
(cont.)
SMILES	JMJD2C inh	core dimer inh	CR mimetic SO	PP1 inh	Fh CTSL1 inh	TPT1 inh	EBNA-1 inh	ZTA DNA inh	PP5 primary
Cc1ccccc1N(CC(=O)O)S(C)(=O)=O	5	-2	99	-8	-2	1	1	-18	0.7
Cc1ccc2[nH]c3c(=O)n(CCN4CCNCC4)cnc3c2c1	-5	4	96	2	2	-6	-5	-16	1.2
COC(=O)c1cn(C)c2ccc(S(=O)(=O)N3CC(C)CC(C)C3)cc2c1=O (configuration not stated)	0	-2	80	3	1	-4	15	6	0.2
Cn1c(SCC(=O)N/N=C/C=C/c2ccco2)nc2ccccc21	2	29	111	3	1	1	1	11	3.2
CC(C)(C)NC(=O)CSc1nncn1NCc1c(Cl)cccc1Cl	15	0	98	-2	2	1	12	2	0.3
Cc1ccc(-n2c3c(c(=O)[nH]c2=O)C(NS(=O)(=O)c2ccc(Cl)cc2)(C(F)(F)F)C(=O)N3)cc1 (configuration not stated)	2	3	98	-3	0	0	-13	5	0.5
c1csc(-c2nnc(NC3CCCCC3)c3ccccc23)c1	0	-7	94	-2	1	-1	-2	12	0.5
Cc1ccccc1CSc1nncn1N	23	1	114	9	6	2	-8	1	-8.6
CSc1nc(N(C)NC(=O)c2ccc(Cl)cc2)c2ccccc2n1	0	2	124	1	-5	2	-10	0	5.0
O=C(NCCc1ccccc1)c1cc(-c2ccco2)on1	14	2	108	2	7	5	-10	-9	0.3
CSc1nc2sc3c(c2c(=O)n1C)CCC3	3	-1	101	1	0	1	-5	6	-0.5
Cc1ccc(C(=O)NCc2ccncc2)cc1S(=O)(=O)N1CCOCC1	-10	11	102	-2	-3	2	4	-1	1.2
CCn1c(O)c(C(C#N)=C2N=c3ccccc3=N2)c2ccccc21	-7	-1	89	-3	0	-2	5	16	-0.6
CC(C)(C)C(=O)Nc1ccc(/C=C/C(=O)c2ccco2)cc1	-4	-3	74	-2	-1	1	-2	5	5.1
O=C(Oc1ccccc1C(=O)Oc1ccccc1)c1cccnc1	-1	3	104	-10	-3	-2	14	13	-0.2
COc1ccc(S(=O)(=O)Nc2cc(C(=O)NC3CCCCCC3)ccc2N2CCOCC2)cc1	.	-4	86	2	1	-2	-10	-14	3.3
CCc1ccc(/C=C2/C(=O)N(C)C(=S)N2CC(=O)OC)s1	-15	-1	100	3	2	0	11	12	3.7
CC(C)Cn1c(C23CC4CC(CC(C4)C2)C3)n[nH]c1=S	-11	1	106	6	8	-2	-10	-11	2.3
O=C(CSc1n[nH]c(=O)n1C1CC1)c1ccc(F)cc1	17	-4	97	6	6	-4	-3	-12	2.4
O=C1CN(C(=O)CNCc2ccc(Cl)cc2)c2ccccc2N1	0	0	114	-5	-1	3	-5	-8	3.0
Cc1nc(Nc2ccccc2Cl)sc1C(=O)Nc1ccccc1	3	11	101	3	4	-1	-8	-1	0.9
CCN(CC)S(=O)(=O)c1ccc(C(=O)NC(C)(C)C)cc1	-4	-5	95	-2	-3	2	-10	-3	2.7
CCC(C)(C)NC(=O)C(c1ccccc1)N(Cc1cccs1)C(=O)Cn1nnc2ccccc21 (configuration not stated)	-1	12	91	7	-2	3	-21	5	4.7
CC1(NC(=O)N2CCCCC2)CCS(=O)(=O)C1 (configuration not stated)	-2	-6	109	-21	-9	-1	2	8	2.6
